SSB-PriA inh: K. pneumoniae PriA-SSBct interaction inhibition. AlphaScreen SSBct-PriA binding, biotinylated peptide. inhibition, % at 33 µM. 0.6% of 430,000 active. AID 1272365; in the data active = inhibition mostly above about 37%, no sharp cut-off; inactive = mostly below about 20%;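 note: plate controls were negative control peptide for no effect and reference peptide for full effect; strong numbers were not always called active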
An asterisk follows results filed as active; & = joins results of further samples. A portion of the library; the hit share may differ from the screen's.

SMILES	SSB-PriA inh
CC(=NOC(=O)c1ccc(Cl)cc1Cl)c1oc(C)nc1C	-4.4
Cc1ccc(Oc2cccc(C(=O)NCc3ccnc(N4CCOCC4)n3)c2)nn1	-9.0
O=C1NC(=S)NC(=O)C1=CN1CCc2ccccc21	6.0
Cc1ccc(NC(=O)Cn2cnc3c(-c4ccccc4)csc3c2=O)cc1C	3.0
COc1cccc2cc(C(=O)OC3CC4CCC3(C)C4(C)C)c(=O)oc12 (stereo not given)	0.0
O=C1CCCC(=O)c2ncccc21	-11.0
O=C(CCS(=O)(=O)c1ccccc1)NCC#CCN1CCCCC1	-4.0
O=C(c1ccc(-c2ccsc2)cc1)N1C2C=CCC1CC2 (stereo not given)	-8.0
O=C(Cc1cn(Cc2ccccc2)c2ccccc12)NC[C@H]1CCCO1	-17.0
O=C(NCC#CCOc1ccc2c(c1)OCO2)c1cnccn1	-14.0
COc1ccc(NC(=O)c2ccc(S(=O)(=O)c3ccc(Br)cc3)nc2)cc1	-8.0
COc1ccc(-c2ccc(N3CCC(C(=O)Nc4cccc(C(C)=O)c4)CC3)nn2)cc1	-1.0
COC(=O)C1C(C)=NC2=C(C(=O)CC(C)(C)C2)[C@H]1c1cc(C)nn1C (stereo not given in full)	0.0
CC(C)(C)c1ccc(OCC(=O)NN=Cc2ccsc2)cc1	0.4
Cc1ccccc1NC(=O)N1CCO[C@H](c2cc(Cl)cc(Cl)c2)C1	-9.0
COc1cc(C=NNC(=O)c2ccc(COc3cc(C)ccc3C(C)C)cc2)cc(OC)c1O	-19.7
CCCCOc1ccc(C(=O)NN=Cc2cn[nH]c2-c2ccc(OC)c(OC)c2)cc1	7.8
COc1cccc2cc(S(=O)(=O)c3ccc(C)cc3)c(=NNS(=O)(=O)c3ccc(C)cc3)oc12	6.9
Cc1cc(=O)[nH]c(-n2nc(-c3cccs3)cc2NC(=O)c2c(F)cccc2Cl)n1	14.0
COc1ccc(OC)c(C(=O)Cn2c(=O)n(Cc3nc(-c4ccccc4)no3)c(=O)c3cc4c(cc32)OCO4)c1	-6.0
CC(=O)c1ccc(NS(=O)(=O)c2cccc(S(C)(=O)=O)c2)cc1	-8.0
Cn1c(=O)c2c(nc3n2CC(c2ccc(Cl)cc2)=NN3CC(=O)OCc2ccccc2)n(C)c1=O	-8.0
CCOCCn1c(=NC(C)=O)sc2cc(Br)ccc21	-12.0
COc1ccc(CCNC(=O)c2ccc(-c3ccccc3F)o2)cc1	-20.0
O=C(NN=Cc1cccc2ccccc12)c1cc(C2CC2)[nH]n1	-1.2
CC(C)c1ccc(NC(=O)CCNC(=O)N2C[C@H]3C[C@H](C2)c2cccc(=O)n2C3)cc1	-7.3
S=c1[nH]nc(-c2cccs2)n1N=Cc1cn(-c2ccccc2)nc1-c1ccccc1	-5.4
O=C(CCC(=O)Nc1cccc(Cl)c1)NN=Cc1cc([N+](=O)[O-])ccc1O	-17.0
O=C(COc1ccc2ccccc2c1)NC[C@@H](c1cccs1)N1CCc2ccccc2C1	-18.0
COc1cc(C)c(C(C)C)cc1S(=O)(=O)NC1CCCCCC1	7.0
O=C(NCc1cc(-c2cccs2)n(C2CCCC2)n1)Nc1ccccc1C(F)(F)F	-19.0
CCOc1ccc(-c2cn3c(CC(=O)NCC4CCCO4)csc3n2)cc1 (stereo not given)	11.0
O=C(CSc1ncccc1C(=O)O)Nc1cccc(C(F)(F)F)c1	2.0
CCOc1ccccc1CN1C(=O)C(NC(C)=O)c2cc(C)cc(C)c21 (stereo not given)	4.0
O=C(NCCn1ncc2c(NCc3ccc(F)cc3)ncnc21)C1CCCC1	-11.0
COc1ccc(Cl)cc1C(=O)NCC1CCN(Cc2ccccc2SC)CC1	4.0
Cc1n[nH]c(C)c1S(=O)(=O)NCCOc1ccc(-c2ccc(F)cc2)nn1	4.0
Cc1ccc(S(=O)(=O)N=C(N)c2ccc(F)cc2)cc1	-11.4
COc1ccc(-c2nnc3ccc(OCCNC(=O)c4ccccc4F)nn23)cc1OC	-6.0
Cc1nc(C)c(C(=O)NCCn2ncc3c(N4CCN(Cc5ccccc5)CC4)ncnc32)s1	3.0&9.0
CC(=NNC(=O)c1ccc(CN(C)S(=O)(=O)c2ccc(C)cc2)cc1)c1ccc(OC(F)F)cc1	0.6
Cc1ccccc1-n1nncc1CN1CCN(C(=O)c2ccccc2Cl)CC1	5.0
O=C(Nc1nc(CN2CCc3ccccc3C2)cs1)c1c(F)cccc1Cl	11.0
CCN(CC)C(=O)[n+]1ccc(OC)cc1	-7.1
Cc1ccccc1OCC(=O)NN=C1CCOc2c(C)cccc21	-18.1
Cn1cc(SCc2ccc([N+](=O)[O-])cc2)c2ccccc21	24.0
Cc1ccc(Nc2nc(NCc3ccco3)nc3nccnc23)cc1	-8.0
CN(C)S(=O)(=O)c1ccc(C(=O)NCC(=O)N/N=C\c2c[nH]c3ccccc23)cc1	-2.0
COc1cccc(COc2coc(C(=O)N3CCN(c4ccc(F)cc4)CC3)cc2=O)c1	-8.0
COc1ccc(Cl)cc1C(=O)N1CC(c2nc(-c3ncccn3)no2)C1	-4.0

Continuation:
SMILES	SSB-PriA inh
CN(C)S(=O)(=O)N1CC(c2nc(-c3ccsc3)no2)C1	9.0
CC(=O)N1CCN(C(=O)c2ccc(NCc3ccccc3Cl)c(S(=O)(=O)Nc3cccc(C(F)(F)F)c3)c2)CC1	-6.0
CO[C@@H](CNS(=O)(=O)c1ccc(-c2coc(C)n2)cc1)c1ccc(Cl)s1	-4.0
O=C(NN=Cc1ccco1)c1ccc(NC(=O)C2CCCCC2)cc1	-1.0
CS(=O)(=O)N1CCC(C(=O)NCCn2ncc3c(N4CCOCC4)ncnc32)CC1	-8.0
O=C(COc1ccccc1F)Nc1ccc2c(c1)C(=O)NCCO2	-2.0
CC(=O)NS(=O)(=O)c1ccc(NC(=O)c2cccn(OCc3ccccc3F)c2=O)cc1	7.0
O=C(N1CCc2oncc2C1)C1(c2ccccc2)CCOCC1	-2.0
CCc1c(C)nc(SCC(=O)N2CCC(Cc3ccccc3)CC2)[nH]c1=O	-8.0
O=C(NC(c1ccccc1)c1ccccc1)N1CCN(CCn2ccnc2)CC1	-7.0
O=C(c1cc2ccccc2c(=O)s1)N1CCc2ccccc2C1	-6.0
CC(C)c1ccc(S(=O)(=O)N2CCCC(C(=O)O)C2)cc1 (stereo not given)	-1.0
COC(=O)C(=NNc1ccccc1)Sc1nnc(-c2ccc(OC)cc2)n1C	-2.2
COc1ccc2cc(C(=O)NCc3ccnc(-c4ccsc4)c3)[nH]c2c1	-6.0
O=C(COc1ccc(Cl)cc1Cl)NCCn1ncc2c(=O)n(Cc3cccc4ccccc34)cnc21	-16.0&-4.0
Cc1c(Cl)cccc1NC(=O)Cc1csc(NC(=O)NC2CCCC2)n1	-3.0
CC(=NNC(=O)Cc1ccccc1)c1cccnc1	-38.2
CCOc1ccc(CNC(=O)c2ccc(-n3ccc(C)n3)nc2)cc1	-21.0
C1CCc2nnc(Cc3nnc4n3CCCCC4)n2CC1	-7.0
NC(=O)CSc1nc2ncnc(N)c2[nH]1	4.0
O[C@H](COc1ccc2cc(Br)ccc2c1)Cn1cnc2ccccc21	2.0
COc1ccccc1NC(=O)NCCn1ccnc1-c1cnccn1	39.3
CCCc1nnc(SCC(=O)Nc2nc(-c3ccccc3)cs2)n1-n1cccc1	11.0
CSc1ccc([C@@H](O)CNC(=O)c2cc(Br)cs2)cc1	-4.0
Cn1nc(-c2ccc(F)cc2)cc1C(=O)N1Cc2cncnc2C1	-3.0
CCCc1ccc(S(=O)(=O)N[C@H]2CC(=O)N(C)C2)cc1	3.0
O=C(O)c1nc2ccccc2s1	-5.0&16.0
CCc1nnc2ccc(N3CCN(S(=O)(=O)c4ccc(F)cc4F)CC3)nn12	-10.0
CCC(=O)N1N=C(c2cccc(NS(=O)(=O)c3ccccc3)c2)CC1c1cccs1 (stereo not given)	2.0
Cc1ccnn1CC(=O)NN=Cc1ccco1	-12.4
O=c1c2sc3ccccc3c2[nH]c(=S)n1CC1CCCO1 (stereo not given)	2.0
CCCCOc1ccc(-c2cc3c(=O)n(Cc4nc(-c5ccc(Cl)c(F)c5)no4)ccn3n2)cc1	1.0
CN(CCCC(=O)n1cnc2ccccc21)S(=O)(=O)c1ccc2c(c1)C(=O)c1ccccc1C2=O	-2.0
O=C(NCCN1CCC(c2cccs2)CC1)c1cc(C2CC2)on1	-6.0
CCN1C(=O)C(C)(C)COc2ccc(NC(=O)COc3ccc4ccccc4c3)cc21	35.0
COc1coc(C(=O)Nc2ccc3c(c2)OCO3)cc1=O	5.0
O=C(CCC(=O)Nc1ccc(F)cc1)NN=Cc1cccnc1	-12.5
Cc1ccccc1-c1noc(CC2CCCN(C(=O)C3CCN(S(C)(=O)=O)CC3)C2)n1 (stereo not given)	-8.0
CCOc1ccc(-c2[nH]ncc2-c2nc(-c3cccs3)no2)cc1Cl	4.0
Nc1nc(Cc2ccsc2)cs1	-6.0
CCOC(=O)c1c(NC(=O)CCN2CCCC2)sc2c1CCCC2	6.0
O=C(CCCn1cccc1)NCc1ccco1	3.0
O=c1cc[nH]c2c(I)cccc12	26.8
C=Cc1ccc(CSc2nc3c(c(=O)[nH]2)CN(Cc2ccc(OC)cc2)CC3)cc1	-12.0
CC1CCC(C(C)C)C(OP(=O)(c2ccc(N(C)C)cc2)C(O)c2ccccc2F)C1 (stereo not given)	8.0
O=C(NCCSc1ncc(-c2ccc(Cl)cc2)[nH]1)c1ccccc1Br	17.0
Nc1ccc2c(c1)N(C(=O)c1ccco1)CCC2	16.0
Cc1cc(C)c(C#N)c(Sc2ncnc3sc4c(c23)CCCC4)n1	-5.0&3.0
COc1ccc(CC(=O)NCc2ccsc2)cc1	-3.0
CCOc1cccc(C=NNC(=O)C2CCCC2)c1O	-2.4

Next part:
SMILES	SSB-PriA inh
Cc1ccccc1-c1noc(Cn2ccn3nc(-c4ccc(F)cc4)cc3c2=O)n1	-16.0
CCOC(=O)CCC(=O)N1CCC(c2nnc(C(F)(F)F)o2)CC1	-19.0
O=C(NN=Cc1ccccn1)c1cc(-c2cccc3ccccc23)n[nH]1	-4.1
CC(C)(Oc1ccc(Cl)cc1)C(=O)NCCC(O)c1ccc2c(c1)OCO2 (stereo not given)	-7.0
NC1CCS(=O)(=O)C1 (stereo not given)	-12.0
Cc1c(Cl)cccc1S(=O)(=O)NCC#CCOc1ccccc1C(N)=O	-4.0
COc1ccccc1/C=C/C=NN1CCN(Cc2ccccc2Cl)CC1	65.6
Cc1cccc2sc(N(CC3CCCO3)C(=O)C3CCCCN3S(C)(=O)=O)nc12 (stereo not given)	-5.0
Cc1ccc(C(=O)NC2CCN(c3cc(C(F)(F)F)ncn3)CC2)s1	-20.0
Cc1ccc2c(=O)n(-c3ccc4cn(C)nc4c3)c(CCN3C(=O)c4cccc(OC(C)C)c4C3=O)nc2c1	7.0
CC(=O)N1CCN(S(=O)(=O)c2ccc(C(=O)NC3CCCC3)cc2)CC1	-14.0
O=C(c1ccc(C(F)(F)F)nc1)N1CC[C@H](n2cc(-c3ccccc3)nn2)C1	-22.0
O=C(Nc1nc2c(s1)CN(C(=O)Cn1cccn1)CC2)c1ccoc1	-12.0
CCC(C)(C)OCC(O)CN1CCN(c2ccccc2F)CC1 (stereo not given)	-5.0
COc1ccccc1NS(=O)(=O)c1cc(Cl)ccc1Cl	-16.0
CC1(C(=O)NC2CCCC2)Cc2ccccc2C(=O)O1 (stereo not given)	-2.0
COc1ccc(CCNC(=O)COc2c(C)ccc(C)c2C)cc1OC	-12.0&-3.0
CCOC(=O)c1ccc2nc(NC(=O)c3cccc(NS(=O)(=O)c4ccc(F)cc4)c3)sc2c1	-14.0&-2.0
CCCOc1ccc(-c2csc(NC(=O)Cc3ccc(S(=O)(=O)C(C)C)cc3)n2)cc1	-7.0
Cc1ccc(-c2ccc3nnc(SCC(=O)NC4CCCCC4)n3n2)cc1	-16.0
COC(=O)C(C#N)=C1C=Cc2ccccc2N1	-14.1
COc1ccccc1-c1cc(C(=O)NCc2cccnc2-c2cccs2)[nH]n1	3.0
Cc1ccc(NC(=O)NCCOc2ccc3nnc(-c4ccccc4)n3n2)cc1F	-7.0
IC12CC3CC(CC(C3)C1)C2	1.0
Cc1nnc(-c2ccc(OCC(=O)NC(C)(C)C)cc2)o1	-6.0
O=C(NCCN1CCn2cc(OCc3ccc(F)cc3)c(=O)cc2C1=O)c1ccncc1	-11.0
CC1(C)CC(=O)c2cc3c(N)c(C(=O)Nc4ccccc4C(F)(F)F)sc3nc2C1	-4.0
NC(=O)c1ccsc1NC(=O)c1cc(-c2ccccc2)nc2ccccc12	-22.0&-8.0
Cn1nc(C(=O)N2CCC(Cn3ccnc3)CC2)ccc1=O	-3.0
